Prostate diff: promotes differentiation of LNCaP prostate cells. side scatter shift, % at 10 µM. actives 0.56% (n = 24,000). flow cytometry side scatter, 4 d;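 active = side scatter shift above 30%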;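 note: androgen-responsive LNCaP prostate cancer cells in charcoal-stripped serum medium; percent of cells past a gate set so DMSO wells show 10% shift; higher shift means more granular cells and more differentiation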
VLA-4 agonist: allosterically activates the human VLA-4 integrin. Jurkat cells, LDV-FITC binding, flow cytometry. activation, % at 10 µM (by protocol). 24,000 tested, under 10 active;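 active = fluorescent ligand binding to cells raised by more than 40% of the manganese-induced maximum; inconclusive = compound's own fluorescence above 85% of the ligand control signal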;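 note: 0% = ligand binding without compound and 100% = manganese-stimulated maximal binding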
Target sequence (P13612 whole entry, looked up): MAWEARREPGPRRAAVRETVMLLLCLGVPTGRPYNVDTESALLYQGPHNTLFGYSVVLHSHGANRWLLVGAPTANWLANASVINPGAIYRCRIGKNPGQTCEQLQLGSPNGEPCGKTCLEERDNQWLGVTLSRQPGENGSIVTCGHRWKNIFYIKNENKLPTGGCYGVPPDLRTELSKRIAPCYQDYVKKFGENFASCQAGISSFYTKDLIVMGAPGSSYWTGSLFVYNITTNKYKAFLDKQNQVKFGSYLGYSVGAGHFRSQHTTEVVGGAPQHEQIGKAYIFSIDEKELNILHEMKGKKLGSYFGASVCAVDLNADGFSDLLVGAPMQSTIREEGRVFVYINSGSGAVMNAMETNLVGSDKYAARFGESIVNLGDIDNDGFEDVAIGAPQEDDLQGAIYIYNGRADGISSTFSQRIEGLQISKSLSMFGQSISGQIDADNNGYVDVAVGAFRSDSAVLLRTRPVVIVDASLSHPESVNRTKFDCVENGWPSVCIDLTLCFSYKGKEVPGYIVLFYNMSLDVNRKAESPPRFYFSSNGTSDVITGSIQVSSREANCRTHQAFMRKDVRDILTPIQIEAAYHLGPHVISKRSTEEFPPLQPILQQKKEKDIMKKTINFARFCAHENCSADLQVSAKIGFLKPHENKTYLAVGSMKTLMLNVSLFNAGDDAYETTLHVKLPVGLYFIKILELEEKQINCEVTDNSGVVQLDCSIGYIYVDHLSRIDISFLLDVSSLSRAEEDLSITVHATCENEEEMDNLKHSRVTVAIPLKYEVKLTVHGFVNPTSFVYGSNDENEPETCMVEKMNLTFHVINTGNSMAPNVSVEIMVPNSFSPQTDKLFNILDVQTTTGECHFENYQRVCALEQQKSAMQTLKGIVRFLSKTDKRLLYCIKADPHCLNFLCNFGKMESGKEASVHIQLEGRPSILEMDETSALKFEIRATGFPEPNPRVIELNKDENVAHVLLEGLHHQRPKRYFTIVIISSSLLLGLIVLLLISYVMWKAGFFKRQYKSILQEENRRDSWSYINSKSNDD
VLA-4 antagonist: inhibition of LDV-FITC ligand binding to human VLA-4 integrin. Jurkat cells, LDV-FITC binding with Mn2+, flow cytometry; 100% = Mn2+-driven binding gain fully reversed. actives 0.2% (n = 24,000). P13612. inhibition, % at 10 µM (by protocol);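 active = inhibition above 50%; inconclusive = compound itself fluorescent, judged against control cell fluorescence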;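 note: 0% = Mn2+ stimulated cells lacking compound and 100% = ligand binding without Mn2+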
Jurkat autofluor: compound fluoresces in Jurkat cells, VLA-4 screen interference. fluorescence ratio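 (tested at 10 µM compound in the well)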. actives 0.61% (n = 24,000). compound autofluorescence, flow cytometry; stronger effect = higher value; 1 = vehicle-only cell background;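 active = fluorescence ratio above 2.44, which is 1 plus 3 SD of all ratios; inconclusive = signal too bright to measure linearly, ratio around 10 or more; inactive = fluorescence ratio below 2.44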;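 note: green fluorescence of cells measured with 488 nm excitation and 530 nm emission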
Numbers without * were called inactive; ? = inconclusive; · = not tested or not shown.

SMILES	Prostate diff	VLA-4 agonist	VLA-4 antagonist	Jurkat autofluor
CC1=C(C(N)=O)C(c2cccnc2)n2nc(-c3cccc(C)c3)nc2N1 (configuration not stated)	7.0	?	?	1.16
Cc1ccc(C)c(Cn2cnc3c(cnn3C(C)(C)C)c2=O)c1	20.0	-16.0	28.0	0.98
CCOc1ccc(NC(=O)c2oc3ccccc3c2NC(=O)CC)cc1	12.0	?	?	1.67
COc1ccc2oc(=O)c(C(=O)N3CCN(C45CC6CC(CC(C6)C4)C5)CC3)cc2c1	18.0	-15.0	-6.0	1.38
CCn1cc(C(=O)NC2CCc3ccccc32)c(=O)c2ccc(C)nc21 (configuration not stated)	4.0	-2.5	-1.5	0.96
Cc1cc(Nc2ccc(F)cc2Cl)n2ncnc2n1	14.0	6.1	-2.4	1.06
CCOC(=O)N1CCN(C(=O)c2ccc3nc(SCc4ccc(F)cc4)n(C)c3c2)CC1	10.0	-12.5	-21.5	0.91
CCCNC(=O)c1ccc2c(c1)ncn2-c1ccccc1OC	4.0	8.0	-14.0	1.03
Cc1nc2cc(-c3cccc(F)c3)nn2c(C)c1CCC(=O)N1CCN(c2ccccn2)CC1	7.0	-2.0	14.0	0.98
CC(O)c1nc2ccc(Cc3ccc4nc(C(C)O)[nH]c4c3)cc2[nH]1 (configuration not stated)	2.0	2.0	-10.0	0.98
COCCOC(=O)c1[nH]c2c(c1C)C(=O)CC(c1ccc(N(C)C)cc1)C2 (configuration not stated)	6.0	-0.5	-0.5	1.06
COC(=O)C(CCSC)NC(=O)C(NC(=O)C1CCC(C)CC1)C(C)C (configuration not stated)	5.0	4.0	-16.0	0.99
CSc1nnc(Cn2c(=O)sc3ccccc32)n1-c1ccccc1C	13.0	-1.0	8.0	1.06
O=C(CN1CCN(C2CCCCC2)CC1)c1ccc2cc[nH]c2c1	8.0	-1.0	9.0	1.07
CCc1ccccc1S(=O)(=O)Cc1ccc(C(=O)NCC2CCCO2)o1 (configuration not stated)	5.0	-4.0	15.0	1.06
CCSc1oc(-c2ccco2)nc1S(=O)(=O)c1ccc(F)cc1	5.0	6.0	14.0	0.98
CCN(c1ccccc1)S(=O)(=O)c1cnc[nH]1	12.0	3.0	21.0	0.92
Cc1ccc(C2=Nc3ccccc3NC(C)(c3ccc(C)o3)C2)o1 (configuration not stated)	35.0*	8.0	1.0	1.11
CN1CCCC(OC(=O)c2ccc3c(c2)OCCO3)C1 (configuration not stated)	2.0	6.0	-23.0	1.04
O=C(OCc1cccs1)c1ccccc1NS(=O)(=O)c1ccc2c(c1)OCCO2	15.0	-12.0	4.0	1.23
CC(C)CCNC(=O)Cn1c(=O)oc2cc(S(=O)(=O)N3CCc4ccccc43)ccc21	6.0	-2.0	-20.0	1.05
O=C(NCCCN1CCOCC1)c1ccc(CS(=O)(=O)c2c(Cl)cccc2Cl)o1	8.0	-3.7	-6.0	1.06
Cc1ccc2nc(CSc3nnc(-c4ccco4)n3-c3ccccc3)cc(=O)n2c1	4.0	1.0	-3.0	1.05
COc1cccc(CC(NC(C)=O)C(=O)NC2CCN(c3c4c(nc5ncnn35)CCC4)CC2)c1 (configuration not stated)	9.0	5.5	-17.0	1.01
CCOC(=O)c1ccc(NC(=O)Cn2cc3c(n2)CCC(C)C3)cc1 (configuration not stated)	9.0	-7.3	17.0	1.01
O=c1cc(CO)oc(C(Nc2ccccn2)c2ccsc2)c1O (configuration not stated)	9.0	?	?	1.91
Cc1[nH]c(=O)[nH]c(=O)c1S(=O)(=O)N1c2ccc(F)cc2CCC1C (configuration not stated)	12.0	3.3	-12.5	1.08
Cc1cccc(N2CCN(C(=O)C3CCN(c4nnc(-n5cccc5)s4)CC3)CC2C)c1 (configuration not stated)	7.0	-6.0	11.0	1.08
COc1ccccc1CN1CC(C(=O)NC2CCCCC2)CC1=O (configuration not stated)	10.0	4.0	-2.0	1.06
O=C(c1oc(=O)c2ccccc2c1-c1ccccc1)N1CCC(O)CC1	7.0	-2.0	-1.0	1.07
COC(=O)c1c(C)nc2ccccc2c1C(=O)O	11.0	-2.0	-8.0	1.03
CCOC(=O)CC(=O)Nc1c(C)cc(C)cc1C	12.0	13.5	-26.5	1.01
C/C(N)=C(/C#N)C(=O)COC(=O)c1cc(S(=O)(=O)N2CCCCC2)ccc1C	4.0	-11.0	2.5	1.02
C=CCOc1nc2c(c(=O)n(C)c(=O)n2C)n1C	5.0	-7.5	-25.5	1.14
COc1ccc(-n2c(SCC(N)=O)nc3sc4c(c3c2=O)CCN(C)C4)cc1	10.0	17.0	-14.0	1.02
CN1C(=O)c2ccc(S(=O)(=O)c3ccc(C(=O)O)cc3)cc2C1=O	·	5.0	49.0	1.04
Cc1ccccc1NC(=O)C1Cc2ccccc2C(=O)O1 (configuration not stated)	6.0	2.5	-20.0	1.03
CC1CCc2nn(CC(=O)NCCC3=CCCCC3)cc2C1 (configuration not stated)	10.0	0.0	-18.0	0.9
Cc1ccc(NC(=O)CCn2c(=O)oc3ccccc32)cc1	4.0	-2.0	-18.0	1.11
c1cn2c(NC3CCCC3)c(-c3ccc(N4CCOCC4)cc3)nc2cn1	2.0	-10.0	21.0	1.13
COc1ccc(Br)cc1S(=O)(=O)N1CCOCC1	7.0	0.5	-29.0	1.03
CC1=C(c2ccc(C)cc2)S(=O)(=O)N(CC(=O)O)C1=O	6.0	-3.0	11.0	0.9
CCOc1ccccc1N(C)C(=O)C1CCN(S(=O)(=O)c2cccc3nonc23)CC1	9.0	1.0	-10.0	1.03
CCOC(=O)N1CCN(C(=O)CCc2c(C)nc3nc(C)nn3c2C)CC1	3.0	-2.0	16.0	1
COc1ccc(-c2cc(CCCC(=O)NCCc3cc(OC)ccc3OC)no2)cc1	19.0	-6.0	-1.0	1.14
Cc1oc2cc3c(C(=O)OCCN(C)C)c(C)oc3cc2c1C(=O)OCCN(C)C	2.0	1.0	-4.0	1.07
COc1ccc(-c2coc3cc(O)ccc3c2=O)cc1OC	6.0	3.0	0.0	1.07
CC(NCCC(c1ccccc1)c1ccccc1)c1ccccc1 (configuration not stated)	13.0	13.5	-10.0	1

Retrieved by structure from the list above, three records:
SMILES	Prostate diff	VLA-4 agonist	VLA-4 antagonist	Jurkat autofluor
COc1ccc(-c2coc3cc(O)ccc3c2=O)cc1OC	6.0	3.0	0.0	1.07
CC1CCc2nn(CC(=O)NCCC3=CCCCC3)cc2C1 (configuration not stated)	10.0	0.0	-18.0	0.9
Cc1oc2cc3c(C(=O)OCCN(C)C)c(C)oc3cc2c1C(=O)OCCN(C)C	2.0	1.0	-4.0	1.07

Carrying on.
SMILES	Prostate diff	VLA-4 agonist	VLA-4 antagonist	Jurkat autofluor
O=C(CN1C(=O)c2ccccc2C1=O)Nc1cccc2cccnc12	12.0	-3.0	17.0	1.11
COc1ccc(CCNc2nc(-c3ccco3)cc(C(F)(F)F)n2)cc1OC	14.0	-5.0	-1.0	1.16
O=C(c1ccc(N2CCCC2=O)cc1)N1CCCCCC1	17.0	1.0	?	1.13
COC(=O)c1cc(Br)c(=O)n(CCc2ccc(F)cc2)c1	16.0	0.3	-13.7	1.01
COc1ccc(-n2c(Cc3cccn3C)nnc2SCC(=O)Nc2cccc(OC)c2)cc1	7.0	-0.3	-10.7	1.01
C=C(C)Cn1c(CCCNC(=O)CC)nc2ccccc21	0.0	0.0	-21.0	1.04
Cc1ccc(N2C(=O)c3ccc(C(=O)NCCN4CCOCC4)cc3C2=O)cc1	5.0	-2.0	-4.0	1.05
Cn1nccc1C(=O)NCCN1C(=O)OC(C)(C)C1(C)O (configuration not stated)	6.0	4.0	-7.0	1.01
COc1ccc(C2CC(=O)c3c(C)nc(N4CCN(c5ccccc5)CC4)nc3C2)cc1 (configuration not stated)	8.0	-1.0	-12.5	1.09
COCCN(C(=O)c1csnn1)C(C(=O)NC1CCCCC1)c1cccs1 (configuration not stated)	1.0	0.0	-21.5	1.01
Cc1ccc(NC(=O)CSc2nnc(Cc3cccn3C)n2-c2ccc(F)cc2)cc1	11.0	-4.0	0.0	1.02
CCCCOC(=O)c1ccc(NC(=O)c2cnc3n(c2=O)CCS3)cc1	15.0	-10.0	10.0	1.05
CCN(CC)c1ccc(NC(=O)CN2C(=O)CC(C)(C)S(=O)(=O)c3ccccc32)c(C)c1	3.0	2.5	-8.5	1.1
COc1cccc(-c2nnc(SCC(=O)Nc3cc(C)on3)o2)c1	4.0	-7.0	-14.5	1.05
CCOc1cccc2c1OC1(C)CC2NC(=O)N1c1cccc(F)c1 (configuration not stated)	20.0	21.0	-21.0	0.81
CCOc1ccc(-c2cc(CCCC(=O)Nc3cc(OC)ccc3OC)no2)cc1	15.0	-8.0	-9.0	1.1
Cc1cc(NC(=O)COC(=O)C2COc3ccccc3O2)no1 (configuration not stated)	2.0	4.0	-9.5	1.05
CCOC(=O)N1CCC(C(N)=O)CC1	12.0	1.0	-7.0	1.02
Cc1csc(NC(=O)C(CC(C)C)NS(=O)(=O)c2ccc3c(c2)oc(=O)n3C)n1 (configuration not stated)	4.0	3.0	4.0	1.32
CCc1ccc(-c2nc(CN3CCC(C(=O)N4CCN(c5ccccn5)CC4)CC3)c(C)o2)cc1	3.0	?	?	1.26
O=C1NC(c2ccccc2)(C(F)(F)F)SC2=NCCCN12 (configuration not stated)	3.0	3.0	15.0	1
CC(=O)Nc1ccc(S(=O)(=O)NC(CC(=O)NCCCN2CCOCC2)C(C)C)cc1 (configuration not stated)	16.0	5.0	-8.0	1.01
CCCCN(CCCNC(=O)C1CCN(S(=O)(=O)CC)CC1)c1ccccc1	5.0	3.0	-5.3	1.05
CC1(C)CC(n2c(=S)[nH]c3ccccc3c2=O)CCO1 (configuration not stated)	5.0	7.0	-5.0	1
CCOc1ccccc1NC(=O)CCSc1nc2n[nH]c(C)c2c(=N)n1-c1ccccc1Cl	11.0	2.3	-3.3	1.1
CC(NC(=O)Cc1ccc(F)cc1)C(c1cccs1)N1CCN(C)CC1 (configuration not stated)	9.0	0.0	-11.0	1.03
CC(=O)c1ccc(NS(=O)(=O)c2ccccc2)cc1	2.0	13.0	-26.5	0.92
CCOCCCNC(=O)CN1C(=O)CSc2cc(S(=O)(=O)N3CCCCCC3)ccc21	16.0	5.0	-21.0	1.05
CCN1CCCC1CNC(=O)C1CCCN(S(=O)(=O)c2cccc3nsnc23)C1 (configuration not stated)	11.0	2.0	10.0	1.01
COc1cc2c(cc1NC(=O)CN1CCN(S(=O)(=O)c3ccc(F)cc3)CC1)oc1ccccc12	3.0	-2.0	-4.0	1.09
COc1ccc(C2CC(c3cccs3)n3nc(N)nc3N2)cc1 (configuration not stated)	4.0	-0.5	-3.5	1.02
COc1ccc(N2CCN(C(=O)C(Cc3ccccc3)n3cccc3)CC2)cc1 (configuration not stated)	5.0	-8.0	16.0	1.19
COCCCNCC(=O)Nc1ccc(OC(F)(F)F)cc1	10.0	4.5	-11.0	1.05
CC(C)CN1C(=O)c2ccc(C(=O)Nc3nccs3)cc2C1=O	5.0	-2.5	-3.5	0.99
Cc1ccc(C)c(N2CCN(C(=O)CN3C(=O)c4ccccc4C3=O)CC2)c1	3.0	?	?	1.25
O=C(c1cccs1)N1CCN=C1SCc1cccnc1	11.0	-6.0	-6.0	0.99
Cc1noc(/C=C/NCc2cccnc2)c1S(=O)(=O)N(C)CC(=O)N1CCc2ccccc21	4.0	?	?	1
O=C(O)C1C2C=CC(O2)C1C(=O)Nc1ccccc1C(F)(F)F (configuration not stated)	2.0	2.0	-5.0	1.03
COCC(=O)n1nc(NCc2ccc(OC)cc2)nc1NCc1ccc(OC)cc1	7.0	?	?	1.02
Cn1c(=O)oc2cc(S(=O)(=O)N3CCCC(C(=O)N4CCn5c4nc4ccccc45)C3)ccc21 (configuration not stated)	14.0	1.0	-5.0	1.05
Cc1cccc(NCc2ccccc2O)c1	23.0	-0.3	-10.8	1.08
COc1cc2c(cc1OC)CN(Cc1nc3ccsc3c(=O)[nH]1)CC2	10.0	1.0	-1.0	1.22
COc1ccc(C(C(C(=O)c2cccs2)N2CCOCC2)N2CCOCC2)cc1OC (configuration not stated)	13.0	-1.3	-15.0	1.07
CCOC(=O)N1CCN(C(=O)c2ccc(Cn3c(=S)[nH]c4cc5c(cc4c3=O)OCO5)cc2)CC1	15.0	4.0	-8.0	1
CS(=O)(=O)N(CC(=O)N1CCCCCC1)c1ccccc1	8.0	5.0	-31.0	1.02

Some of these compounds in order of their number in VLA-4 antagonist, highest first.
mol	Prostate diff	VLA-4 agonist	VLA-4 antagonist	Jurkat autofluor
COc1cc2c(cc1OC)CN(Cc1nc3ccsc3c(=O)[nH]1)CC2	10.0	1.0	-1.0	1.22
Cc1cccc(NCc2ccccc2O)c1	23.0	-0.3	-10.8	1.08
COc1ccc(C(C(C(=O)c2cccs2)N2CCOCC2)N2CCOCC2)cc1OC (configuration not stated)	13.0	-1.3	-15.0	1.07

High-throughput results (PubChem BioAssay)

The list is partial (hit frequency here may not be typical).
